Screening data from PubChem.
CYP2C9 act – activators of human CYP2C9; P11712; recombinant CYP2C9, luciferin-H conversion, luminescence; active compounds read high; factor 1 = untreated enzyme, 0 = blocked; activation factor at 5 µM; 96,000 tested, 1.4% active; AID 1024;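 active = activation factor of 2 or more for CYP2C9 at a 5 µM dose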;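 also: 0 = sulfaphenazole-blocked wells and 1 = vehicle-only wells; values of inactives mirror those of a sister screen read the other way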
Target sequence (P11712 whole entry, looked up): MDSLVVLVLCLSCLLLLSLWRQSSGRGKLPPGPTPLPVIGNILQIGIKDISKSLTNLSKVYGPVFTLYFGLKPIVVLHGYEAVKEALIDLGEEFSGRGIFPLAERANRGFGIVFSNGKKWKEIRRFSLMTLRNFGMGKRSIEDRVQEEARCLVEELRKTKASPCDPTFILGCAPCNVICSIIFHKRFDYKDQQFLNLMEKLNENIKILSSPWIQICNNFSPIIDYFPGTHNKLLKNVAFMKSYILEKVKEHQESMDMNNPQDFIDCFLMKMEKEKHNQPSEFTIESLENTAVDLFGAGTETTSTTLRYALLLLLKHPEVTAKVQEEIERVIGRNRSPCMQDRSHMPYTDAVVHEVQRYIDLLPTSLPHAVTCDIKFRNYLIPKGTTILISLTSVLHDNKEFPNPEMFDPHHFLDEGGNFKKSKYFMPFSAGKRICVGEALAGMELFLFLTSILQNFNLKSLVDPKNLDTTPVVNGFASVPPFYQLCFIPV
DAT uptake mod – human DAT dopamine uptake with cocaine, either direction | Q01959 | LLC-PK1 hDAT cells, [14C]-dopamine uptake with cocaine IC80; actives deviate in either direction | B-score at 10 µM | 110,000 tested, 1.3% active | AID 449768;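 active = Z score or B-score, a plate-position-corrected score, falls beyond the plate's 99.7% confidence bounds, in either direction; inactive = both scores lie inside the 99.7% bounds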;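 also: scored against the spread of the other compound wells on the same plate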
Target sequence (Q01959 whole entry, looked up): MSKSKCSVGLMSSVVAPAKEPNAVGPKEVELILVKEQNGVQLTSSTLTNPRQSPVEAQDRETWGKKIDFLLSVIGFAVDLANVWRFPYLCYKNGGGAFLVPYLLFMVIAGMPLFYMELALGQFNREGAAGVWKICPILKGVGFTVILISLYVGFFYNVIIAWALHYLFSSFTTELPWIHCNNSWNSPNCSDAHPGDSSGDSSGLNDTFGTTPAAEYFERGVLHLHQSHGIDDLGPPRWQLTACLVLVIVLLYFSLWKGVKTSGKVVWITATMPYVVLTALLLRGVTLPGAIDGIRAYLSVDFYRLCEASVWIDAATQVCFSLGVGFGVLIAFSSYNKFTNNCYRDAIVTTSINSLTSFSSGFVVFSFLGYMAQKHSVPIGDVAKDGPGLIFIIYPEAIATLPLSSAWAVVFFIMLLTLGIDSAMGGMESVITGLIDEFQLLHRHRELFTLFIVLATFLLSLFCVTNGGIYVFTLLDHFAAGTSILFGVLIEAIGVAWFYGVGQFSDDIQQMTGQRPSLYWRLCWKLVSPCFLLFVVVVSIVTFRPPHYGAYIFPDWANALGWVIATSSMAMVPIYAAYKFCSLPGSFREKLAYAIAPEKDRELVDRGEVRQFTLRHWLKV
E coli WT exp – E. coli BW25113 growth inhibition, expanded screen | OD600 absorbance | growth inhibition, % at 100 µM | 98,000 tested, 0.15% active | AID 710;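 active = growth inhibition above about 50% at one test dose, limit read from the data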;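 also: growth measured after 20 h incubation at 37 °C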
LYP inh 2 – inhibitors of human LYP (PTPN22) phosphatase; Q9Y2R2; recombinant LYP catalytic domain, DiFMUP fluorescence; inhibition, % at 2 µM; 96,000 tested, 0.21% active; AID 640;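 active = inhibition at 2 µM at or above a set limit, the screen mean plus 3 SD, cut at about 24% in these data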;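 also: 0% = DMSO with enzyme and 100% = enzyme fully blocked by orthovanadate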
LYP act – activators of human LYP (PTPN22) phosphatase; activation, % at 2 µM; 96,000 tested, 0.11% active; recombinant LYP, DiFMUP fluorescence; 0 = plate median, 100 = signal doubled;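 active = activation at 2 µM above a set limit, the mean plus 5 SD, cut at about 37% in these data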
PostGolgi yeast – growth inhibition of a yeast mutant, post-Golgi transport screen. post-Golgi transport phenotypic cell assay. inhibition, % at 10 µM. 98,000 tested, 0.9% active. AID 739;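 also: yeast cells grown in 1536-well plates; yeast grown about 18 h at 30C before absorbance read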
CYP2C9 inhib – human CYP2C9 inhibition; P11712; CYP2C9 Supersomes, luciferin-H conversion, luminescence; inhibition, % at 5 µM; 96,000 tested, 20% active; AID 777;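 active = blocking of liver enzyme CYP2C9 beyond about 50% at 5 µM, limit read from the data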; also: values of inactives mirror those of a sister screen read the other way
PostGolgi ctrl – yeast control strain growth, post-Golgi counter-screen; efflux-deficient yeast background strain, growth absorbance A615, 16 h; inhibition, % at 10 µM; 98,000 tested, 5% active; AID 738
Pyk2 oligo antag – blocks oligomerization of human Pyk2 in cells | Q14289 | Q293 cells, Pyk2 FERM NanoBiT luminescence; active compounds read low | z-score (the deposit names both 25 µM and 10 µM) | 99,000 tested, 0.83% active | AID 1347419;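 active = Z-score of -3 or lower, scaled per plate to the spread of control and sample wells; inactive = z-score above -3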;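 also: negative z-score means lost luminescence so less FERM oligomerization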
* hit, by the source's call; · = not tested or not shown. Rule as the data show it, unless noted: active = inhibition above about 30%; inactive = the rest.

Every second line gives: CYP2C9 act	DAT uptake mod	E coli WT exp	LYP inh 2	LYP act	PostGolgi yeast	CYP2C9 inhib	PostGolgi ctrl	Pyk2 oligo antag
> CC(C)(C)c1ccc(CS(=O)(=O)CC2(O)CCN(C(=O)c3cccc(C(F)(F)F)c3)CC2)cc1
→ 1.1	0.0066	2	10	-6	-3	-7	1	0.23
> CCCCCCCNC1=CC(=O)CC(c2ccco2)C1 (centres undefined)
→ ·	2.1	·	12	-15	·	·	·	0.13
> CC1=C(C(=O)OC2CCCCC2)C(c2ccco2)n2ncnc2N1 (centres undefined)
→ 0.5	0.51	-2	-7	5	2	52*	7	·
> CCn1c(N)c(C(=O)NCCCOC)sc1=S
→ 0.8	·	2	4	-5	2	16	0	-0.86
> Cc1ccc(Cn2ccc(=O)c(OCc3ccccc3)c2C)cc1
→ 0.7	-0.074	9	8	-9	-6	28	9	0.31
> O=C(O)CCN1C(=O)NC2(CCCC2)C1=O
→ 1.1	-0.2	9	12	-13	-3	-11	-2	0.22
> Cc1cc(C)c2cc(C#N)c(NCCCNC(=O)CCC(=O)O)nc2c1
→ 1	0.83	-4	-4	5	-3	-4	-2	0.82
> Cc1ccc(SC/C(O)=C(\C#N)c2nc3ccccc3n2C)cc1
→ 0.5	0.1	0	0	-1	-2	50*	37*	-0.81
> CC(C)(C)c1ccc(-c2c(C#N)c(N)nc3c2CCCC3)s1
→ ·	1.7	22	6	-3	-2	·	6	0.09
> COc1ccc(S(=O)(=O)N(C)CC(=O)NC2CC2)cc1
→ 2.5*	0.017	8	4	-7	-1	-150	-12	1.4
> COc1ccc(-c2nc3ccccc3c(=O)n2CCN2CCOCC2)cc1
→ 1	0.81	-2	-5	2	-4	-2	9	-0.45
> c1ccc(Cn2ccnc2SCc2nnc(-c3ccccc3)o2)cc1
→ 0.8	2.4	-10	2	-2	11	17	12	2.3
> CCOCCCNC(=S)NCCCNc1nc2cc3c(cc2cc1C#N)OCO3
→ 0.9	0.097	-1	0	2	-2	12	7	-1.5
> COc1ccc(C(=O)OC(C)CN2CCOCC2)cc1OC (centres undefined)
→ 1.1	0.35	-2	·	·	9	-6	-6	0.46
> COCCNC(=O)CN(CC1CCCO1)C(=O)CCC(=O)Nc1ccccn1 (centres undefined)
→ 1	-0.63	3	-3	2	3	-3	7	-0.41
> CCOC(=O)N1CCN(C(=O)CS(=O)(=O)c2cn(Cc3ccc(Cl)cc3)c3ccccc23)CC1
→ 0.5	-0.34	1	-6	5	-5	48	2	·
> COc1ccc(-n2nnnc2SCC(=O)N2CCCc3ccccc32)cc1OC
→ ·	1.6	·	-11	10	·	·	·	-0.46
> O=C1c2ccccc2C(O)N1CCN1CCOCC1 (centres undefined)
→ ·	-1.2	0	-5	2	-3	·	-5	·
> N#CCCN(CCC#N)C(=O)c1ccc2c(c1)OCO2
→ 1.1	0.013	0	-7	7	-4	-8	-3	-0.61
> COc1cccc(C(=O)N2CCN(C3CCN(Cc4ccccc4)CC3)CC2)c1
→ 1.1	·	-1	-2	4	-6	-6	8	·
> N#Cc1cc2sc3nc4ccccc4n3c2cc1C#N
→ 0.9	0.15	-1	8	-10	29	9	0	·
> COc1ccc(N2CSC3=C(C#N)C(c4ccc(OC)c(OC)c4)CC(=O)N3C2)c(OC)c1 (centres undefined)
→ 0.9	-0.53	9	-12	8	-2	14	17	·
> COc1ccccc1Nc1nc2c(s1)CCC2
→ 0.9	1	9	6	-8	10	7	-5	-0.03
> O=C(c1ccc(=O)oc1)N1CCN(C(c2ccccc2)c2ccccc2)CC1
→ 0.6	-1.3	14	-14	12	8	45	9	0.42
> CC1(C)CC(NC(=O)c2ccccc2Cl)CC(C)(C)N1
→ 1.1	-0.28	-4	-3	1	10	-10	10	-0.1
> CCOC(=O)C(C)n1cnc2sc(C)c(C)c2c1=O (centres undefined)
→ ·	-0.85	·	-2	1	·	·	·	0.01
> COC(=O)c1ccccc1NC(=O)CN1CCC(NC(=O)c2ccc(C)cc2)CC1
→ 0.3	1.9	-11	-2	1	4	67*	17	-0.65
> N#CC1=C(C=Nc2ccccc2O)CCC1
→ 1	0.24	5	-3	2	-1	3	7	-0.14
> CCN(CC)C(=O)C1CCCN(c2ncnc3c2cnn3-c2cccc(C)c2)C1 (centres undefined)
→ 1	3.3*	5	·	·	2	0	12	-2.1
> COc1ccc(OC)c(C2=NOC(C(=O)N3CCCc4ccccc43)C2)c1 (centres undefined)
→ 2.4*	-0.092	0	2	0	-7	-140	8	-1.3
> COc1cc(CC(=O)NCc2ccc3c(c2)OCO3)cc(OC)c1OC
→ 1.1	-0.43	0	4	-5	-3	-11	-3	1
> CCOc1ccc(/C=c2\sc3nc(-c4ccco4)nn3c2=O)cc1OCC
→ 1	-0.049	-14	0	-2	-8	-4	8	0.13
> Cn1c(=O)oc2cc(S(=O)(=O)Nc3ccc(Cl)cc3F)ccc21
→ ·	-1.5	2	·	·	-2	·	-5	·
> Cc1cccc2cc(COC(=O)c3ccccn3)c(=O)[nH]c12
→ 1	-0.61	3	9	-9	-7	1	7	-0.28
> O=S1(=O)C=C(SCc2ccc(Cl)c(Cl)c2)Nc2ccccc21
→ 0.3	0.34	3	2	-4	-16	71*	16	0.13
> CCCN1Cc2cccc(C(=O)NCCCOC(C)C)c2C1=O
→ 1	0.79	-6	·	·	0	4	3	-0.34
> CN(C)c1cccc(C(=O)OCC(=O)NCC2CCCO2)c1 (centres undefined)
→ 2.6*	-0.25	3	-8	5	-4	-161	-2	-0.56
> COC(=O)C1=C(C)NC(C)=C(C(=O)OC)C1C1CC=CCC1 (centres undefined)
→ ·	-0.0083	·	-2	1	·	·	·	-2.3
> CC(NC(=O)CCSc1nc(-c2ccc3c(c2)OCO3)cc(C(F)(F)F)n1)c1ccccc1 (centres undefined)
→ 0.2	0.8	2	3	0	5	83*	4	0.05
> Cc1cc(=O)c(C(=O)O)cn1Nc1ccc(F)cc1
→ 1.2	-0.56	17	9	-6	-6	-16	-8	0.24

2 neighbouring records already listed:
Every second line gives: CYP2C9 act	DAT uptake mod	E coli WT exp	LYP inh 2	LYP act	PostGolgi yeast	CYP2C9 inhib	PostGolgi ctrl	Pyk2 oligo antag
> CC(NC(=O)CCSc1nc(-c2ccc3c(c2)OCO3)cc(C(F)(F)F)n1)c1ccccc1 (centres undefined)
→ 0.2	0.8	2	3	0	5	83*	4	0.05
> Cc1cc(=O)c(C(=O)O)cn1Nc1ccc(F)cc1
→ 1.2	-0.56	17	9	-6	-6	-16	-8	0.24

Next results
Every second line gives: CYP2C9 act	DAT uptake mod	E coli WT exp	LYP inh 2	LYP act	PostGolgi yeast	CYP2C9 inhib	PostGolgi ctrl	Pyk2 oligo antag
> Nc1ccccc1OCCOCCOCCOc1ccccc1N
→ 0.4	0.14	4	0	0	-1	60*	18	1.8
> CN1CCN(C2=C(Cl)C(=O)N(C3CCCCC3)C2=O)CC1
→ 1	0.72	11	-4	3	-16	2	20	-0.29
> CCCC1CCC(C2=N/C(=C\c3ccc(OC)c(OC)c3)C(=O)O2)CC1 (centres undefined)
→ 0.9	-1.4	-5	17	-17	5	7	5	0.89
> Cc1cccc(OCC(=O)Nc2nc3ccc([N+](=O)[O-])cc3s2)c1C
→ 1.3	·	-21	-11	16	12	-34	5	-0.99
> COc1ccc(C(=O)Oc2ccc3oc(=O)sc3c2)cc1
→ 1	0.34	-11	6	-6	3	4	6	0.91
> CCOc1ccc(/C(O)=C2/C(=O)C(=O)N(CCOCCO)C2c2ccccc2)cc1 (centres undefined)
→ 1.1	-0.07	4	-3	3	1	-8	3	0.41
> COc1ccc2nc(NC(=S)N(C)C)sc2c1
→ 0.1	0.6	11	8	-5	-2	94*	9	0.05
> Cc1ccc(C(=O)CSc2nnc(CNc3ccc(C)cc3C)o2)cc1
→ 1.1	-0.16	-10	2	-2	-2	-12	-7	0.42
> CC(NC(=O)Nc1ccc2c(c1)OCO2)C1CCCO1 (centres undefined)
→ 0.6	0.24	3	2	-2	-5	37	1	-0.13
> Cc1ccc(N(C)C(=O)N2CCN(S(=O)(=O)c3ccc(C)c(C)c3)CC2)cc1
→ 0.2	1.4	-14	14	-13	8	78*	35*	-2.3
> C=CCn1c(COc2ccccc2F)nnc1SCC(=O)N1CC(=O)Nc2ccccc21
→ 0.9	0.39	3	9	-10	-1	12	3	0.58
> Cc1cc(S(=O)(=O)N2CCN(c3ncccn3)CC2)ccc1-n1cnnn1
→ ·	0.86	2	·	·	8	·	0	1.2
> O=C(O)C1CSC2(CCN(Cc3ccccc3)CC2)N1 (centres undefined)
→ ·	-0.61	·	6	-6	·	·	·	0.79
> COC(=O)c1ccc(C2CC(=O)NC3=C2C(=O)CCC3)cc1 (centres undefined)
→ 1.1	-0.32	0	1	-3	-10	-9	13	-0.18
> COCCN1C=C(C(=O)OC)C(c2ccc3c(c2)OCO3)C(C(=O)OC)=C1
→ 0.3	-0.71	0	-1	-2	-1	70*	14	-1.9
> Cc1nc2cc(NC(=O)N(C)c3ccc4ccccc4c3)ccc2o1
→ 0.6	0.53	0	8	-13	3	38	5	-2.2
> Cc1ccc(Cl)cc1N1CCN(S(=O)(=O)c2ccc3c(c2)OCCO3)CC1
→ 0.2	-1	-17	-16	12	2	80*	19	-4.2*
> Cc1nn(C(C)c2nc(-c3ccccc3)no2)c(C)c1[N+](=O)[O-] (centres undefined)
→ 0.6	-1.1	-7	10	-8	-5	39	-2	-2.2
> CC(=O)Nc1ccc(-c2nnc(SCC(=O)Nc3ccc4c(c3)oc3ccccc34)n2C)cc1
→ 0.3	0.024	1	-3	6	-6	69*	5	0.16
> Cc1nc2ncnn2c(C)c1Cc1ccccc1Cl
→ 1	-0.23	3	-34	30	-13	4	10	·
> Cc1ccc(NC(=S)NC(NC(=O)Cc2cccc3ccccc23)C(Cl)(Cl)Cl)cc1 (centres undefined)
→ 0	0.0026	-12	-2	2	-8	97*	-10	-0.73
> COC(=O)c1[nH]c2ccccc2c1NC(=O)C(C)N1CCN(C(=O)c2ccco2)CC1 (centres undefined)
→ 0.7	-0.0005	0	-7	10	-4	25	12	-0.15
> c1ccc(Sc2ncnc3c2oc2ccccc23)cc1
→ 1.2	-0.77	-7	3	-1	9	-16	11	-1.1
> COC(=O)C1(C)NC(c2ccco2)C2C(=O)N(c3ccc(C)cc3)C(=O)C21 (centres undefined)
→ 1	-0.64	-1	-1	4	-2	2	5	0.63
> Cc1ccc(C2CC2C(=O)NN)cc1 (centres undefined)
→ 0.8	0.14	-12	5	-2	-4	16	-1	0.88
> Cc1ccc(S(=O)(=O)Cc2ccc(C(=O)N3CCc4ccccc4C3)o2)cc1
→ 0.4	1.1	-11	9	-10	0	56*	26	·
> CCn1c2ccccc2c2cc(CN3CCN(C(=O)c4ccco4)CC3)ccc21
→ 0.7	1.2	-4	1	-3	-10	26	12	-0.57
> CCOC(=O)C(C(=O)OCC)C1N=C(N)N=C2Oc3ccccc3N21 (centres undefined)
→ 1	0.46	-23	-10	6	-11	-3	-2	-0.25
> CCOc1ccccc1N(CC(=O)Nc1ccc2c(c1)OCCO2)S(C)(=O)=O
→ 0.2	1.2	4	5	-7	3	77*	34*	0.78
> Cc1ccccc1Cn1c2ccccc2c2cnn(CC(=O)N3CCN(c4ccccc4)CC3)c(=O)c21
→ 0.6	1.2	-11	3	-6	0	37	42*	·
> O=C(O)c1cc(S(=O)(=O)N2CCOCC2)ccc1N1CCOCC1
→ 1.2	-0.36	3	7	-9	19	-21	10	-0.1
> O=C(c1ccc(-c2ccccc2)cc1)N1CCN(c2ncccn2)CC1
→ 0.4	1.1	-6	-11	6	0	64*	3	-2.8
> CCN(CC)S(=O)(=O)c1ccc(NC(=O)Cn2cnc3ccccc3c2=O)cc1
→ 0.3	2.2	5	-1	-4	-1	67*	2	2.4
> CCOC(=O)C(=O)Nc1nnc(C2CCCCC2)s1
→ 1	0.23	-2	4	-1	-8	1	0	0.49
> CC1CCC(NC(=O)Cn2c3c(c(-c4ccccc4Cl)cc2=O)CCC3)CC1 (centres undefined)
→ 0.5	1.2	4	1	-1	-5	49	10	·
> Cc1cc(C(=O)Cn2cncn2)c(C)n1CCc1ccc(F)cc1
→ 0.3	1.4	12	2	0	-2	67*	4	-0.37
